Screening data as filed in PubChem.
PLCb3 inh – PLC-beta3 (human) inhibition, primary screen; hit rate 0.18% among 370,000; AID 720704; Purified PLC-beta3, fluorogenic substrate, fluorescence; Q01970; inhibition, % at 12.2 µM; in the data active means inhibition above about 11%;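 further: 0% = median of compound wells on plate and 100% = full blocker control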
DAX1 inh-1 – DAX1 (NR0B1) inhibition, primary screen. HEK293T StAR-luciferase reporter, SF-1/DAX-1 repression relief. hit rate 1.1% among 370,000. AID 652010. inhibition, % at 6.8 µM;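 active means inhibition above the mean over all tested compounds plus 3 SD, cut at about 3.6% in these data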;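 further: 0% = DAX-1 cells with DMSO and 100% = cells lacking DAX-1 with DMSO; higher inhibition means more luminescence from relief of DAX-1 repression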
DAX1 inh-2 – NR0B1 (DAX1) inhibition; inhibition, % at 6.75 µM; HEK293 Gal4-DAX1 luciferase reporter, luminescence; AID 504766; P51843; hit rate 0.99% among 340,000;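 active means inhibition above the mean over all tested compounds plus 3 SD, cut at about 4.2% in these data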;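 further: 0% = DAX1-transfected cells with DMSO and 100% = empty-vector control cells with DMSO; inhibition shows as a rise in luminescence from relieved DAX1 repression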
Target sequence (P51843 207-470 limits assumed): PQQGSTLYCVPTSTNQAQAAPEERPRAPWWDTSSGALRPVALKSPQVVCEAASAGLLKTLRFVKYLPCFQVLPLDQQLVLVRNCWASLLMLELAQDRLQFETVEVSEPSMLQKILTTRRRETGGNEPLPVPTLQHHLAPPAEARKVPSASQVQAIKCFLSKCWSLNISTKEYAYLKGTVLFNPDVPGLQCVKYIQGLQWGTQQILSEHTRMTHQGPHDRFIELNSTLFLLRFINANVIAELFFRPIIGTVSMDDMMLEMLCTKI
MBD2 DNA inh – blocks human MBD2 binding to methylated DNA | Q9UBB5 | TR-FRET, MBD2 binding to methylated oligonucleotide | inhibition, % at 4.4 µM | hit rate 0.31% among 370,000; in the data active means inhibition above about 13%
ADAM17 inh – inhibitors of human ADAM17 | P78536 | recombinant ADAM17, EDANS/DABCYL FRET peptide cleavage | inhibition, % at 6.95 µM | hit rate 0.83% among 370,000 | AID 720648;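 active means inhibition above the mean of compounds lying between control limits plus 3 SD, set per campaign, cut at about 8.5% in these data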;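 further: 0% = DMSO-only wells as the low control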
PLC-gamma1 inh – inhibitors of human phospholipase C gamma1 | hit rate 0.84% among 370,000 | inhibition, % at 12.2 µM | purified PLC-gamma1, fluorogenic substrate, fluorescence | AID 720700 | P19174; in the data active means inhibition above about 9.5%
SMARCA2 act – increases SMARCA2 function in MMTV reporter cells | activation, % at 9.1 µM | hit rate 1% among 370,000 | MG213 cells, MMTV-luciferase reporter, dexamethasone, overnight; in the data active means activation above about 7.8%;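 further: 0% = vehicle wells and 100% = reference activator wells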
ssDAF12 agonist – activates DAF-12 receptor from parasite S. stercoralis; HEK293 ssDAF-12/GRIP1 lit1-tk-luc reporter, luminescence; % of 3 µM dafachronic acid response; activation, % at 6.8 µM; hit rate 1% among 370,000; AID 652126;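 active means activation above the mean over all tested compounds plus 3 SD, cut at about 0.9% in these data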;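 further: 0% = DMSO-only wells and 100% = 3 µM delta7-dafachronic acid wells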
hcDAF12 agonist – H. contortus DAF-12 activation, primary screen | hit rate 1.4% among 370,000 | HEK293 hcDAF-12 lit1-tk-luc reporter, luminescence; 0% DMSO, 100% Δ7-dafachronic acid | activation, % at 6.8 µM | AID 652067;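 active means activation above the mean of all tested compounds plus 3 SD, cut at about 5.5% in these data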;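 further: 100% = response to 3 µM Δ7-dafachronic acid high control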
hgDAF12 agonist – hgDAF-12 agonism, primary luciferase screen; HEK293 GAL4-hgDAF12 UAS-luciferase reporter, agonist luminescence; normalized to butyrate control; AID 687014; activation, % at 6.8 µM; hit rate 1.8% among 370,000;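 active means activation above a cutoff set at the mean of all screened compounds plus 3 SD, cut at about 10% in these data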;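 further: 0% = DMSO wells and 100% = sodium butyrate wells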
NR1D1 modulator – modulators of human Rev-erb alpha DNA binding; P20393; Rev-erbα–FITC-DNA binding, fluorescence polarization, 90 min; activity, % at 10 µM; hit rate 0.79% among 370,000; AID 1259318;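 active means activity above about 14%, limit read from the data; passing the limit was not always enough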;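 further: 0% = DMSO wells with 35 nM protein and 100% = DMSO wells with 750 nM protein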
Target sequence (P20393 whole entry, looked up): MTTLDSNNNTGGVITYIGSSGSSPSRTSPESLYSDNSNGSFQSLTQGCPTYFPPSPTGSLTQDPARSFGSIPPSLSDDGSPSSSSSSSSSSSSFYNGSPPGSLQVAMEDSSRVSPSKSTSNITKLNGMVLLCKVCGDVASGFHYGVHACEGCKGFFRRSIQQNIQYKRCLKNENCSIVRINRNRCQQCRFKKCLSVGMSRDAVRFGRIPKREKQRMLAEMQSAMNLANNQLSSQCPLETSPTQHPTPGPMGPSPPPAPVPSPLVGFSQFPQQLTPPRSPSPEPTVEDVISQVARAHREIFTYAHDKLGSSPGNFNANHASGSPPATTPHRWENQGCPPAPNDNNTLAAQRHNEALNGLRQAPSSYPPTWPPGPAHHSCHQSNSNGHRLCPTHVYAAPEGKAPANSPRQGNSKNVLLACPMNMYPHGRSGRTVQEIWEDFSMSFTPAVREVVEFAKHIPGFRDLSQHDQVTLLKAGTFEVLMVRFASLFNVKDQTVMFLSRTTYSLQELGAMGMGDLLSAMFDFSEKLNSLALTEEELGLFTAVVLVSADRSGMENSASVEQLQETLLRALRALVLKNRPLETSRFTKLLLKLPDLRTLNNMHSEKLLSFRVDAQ
Numbers without * were called inactive; i = inactive; . = no result given.

SMILES	PLCb3 inh	DAX1 inh-1	DAX1 inh-2	MBD2 DNA inh	ADAM17 inh	PLC-gamma1 inh	SMARCA2 act	ssDAF12 agonist	hcDAF12 agonist	hgDAF12 agonist	NR1D1 modulator
Cc1ccccc1C1c2[nH]c3ccccc3c2C[C@H]2C(=O)N(c3ccccc3C(=O)NCCN3CCOCC3)C(=O)N12 (stereo partly drawn)	-21.5	-0.2	0.4	-2.3	-3.4	-19.9	0.0	-0.1	5.2	-3.5	9.8
CCCCn1c(SCC(=O)NC2CC2)nnc1-c1ccncc1	-3.5	-0.7	0.1	-4.2	2.5	1.5	-5.9	-2.8	-8.0	-14.3	-10.7
CCOC(=O)c1csc(NC(=O)C2CCCN(S(=O)(=O)c3cccs3)C2)n1 (stereo not drawn)	-1.3	-1.1	.	0.0	-3.3	-0.2	-4.6	-2.1	-3.6	0.7	-6.5
C=C(C)COc1ccc(-c2nc(N)ncc2Oc2ccccc2OC)c(O)c1	-7.1	-0.3	0.5	4.0	-4.0	-7.6	-1.1	-0.9	-1.0	-0.3	20.8
CCOc1ccc(CC(=O)NCc2ccc3c(c2)cc(C)n3C)cc1	-44.3	0.8	1.4	-3.2	-0.8	-31.5	-1.3	-0.2	0.5	-2.1	-8.7
O=C(Nc1cccc(C(F)(F)F)c1)c1cccnc1N1CCN(c2ccccc2)CC1	-1.5	-0.1	-0.8	-4.6	5.4	1.7	-2.5	-1.6	-1.4	-0.7	-2.6
COc1ccc(NC2CCCN(C(=O)CCc3ccncc3)C2)cc1OC (stereo not drawn)	-35.9	-1.4	-0.2	1.4	-8.0	-15.0	2.1	-0.6	0.6	-1.9	-0.5
N#Cc1c(N)sc2c1CCCCCC2	-4.5	-1.6	4.0	-2.9	0.2	-2.6	-1.6	-2.0	-0.6	-1.4	-3.7
COC(=O)/C(=C/Nc1cccc2ccccc12)[N+](=O)[O-]	-95.5	-0.1	-0.3	-1.9	-62.3	-68.4	3.0	0.0	3.5	-2.1	1.1
COCCNC(=O)c1nn2c(C(F)(F)F)cc(-c3ccccc3)nc2c1Br	-0.9	-0.1	0.0	3.1	-2.3	0.9	-0.5	-0.4	2.1	-1.5	-4.0
COC(=O)C12C=C3CC(C)=C3C(=O)N1Cc1[nH]c3ccccc3c1C2 (stereo not drawn)	-112.8	-0.3	.	-4.2	-27.6	-83.0	-0.6	-0.1	8.1*	2.1	-0.2
O=C(c1ccc(NS(=O)(=O)c2ccc3[nH]c(=O)[nH]c3c2)cc1)N1CCN(c2ccccc2O)CC1	-1.8	-0.9	-0.8	-3.1	0.3	0.7	-1.0	-0.7	-1.4	1.5	-1.7
CCOC12NC(=O)CC(=O)N1C(c1ccccc1)=CS2 (stereo not drawn)	0.0	0.4	4.5*	2.5	-2.9	1.9	-0.6	-0.7	0.3	4.0	-3.8
O=C(Nc1ccccn1)C1(c2ccccc2)CCCC1	1.1	-0.4	-0.5	-1.5	-2.2	4.7	-3.1	-1.7	-1.1	-2.3	-1.8
O=C(NCc1ccc2c(c1)OCO2)Nc1ccc(Cl)cc1	-5.5	-0.9	-0.2	-5.2	-2.4	-3.2	1.6	-1.1	0.7	0.8	-7.1
Cc1ccc(S(=O)(=O)N2CCN(Cc3ccsc3)CC2)cc1	4.8	0.8	0.4	-1.7	1.1	1.1	-2.0	-2.0	0.5	-2.0	-0.9
COc1ccc(N=Nc2cc(-c3ccccc3)ccc2O)cc1	-4.6	0.4	-0.3	4.2	-4.7	-2.6	-1.6	-1.5	0.4	-2.1	4.2
COc1cc(/C=N/NC(=O)c2cccnc2)ccc1OCC(=O)Nc1ccccc1Cl	-5.2	0.4	-0.3	-2.7	0.5	-0.5	4.7	-1.4	1.5	1.8	-0.7
O=C(CSc1ncnc2c1nnn2Cc1ccccc1)NC1CCCCC1	-8.2	-2.3	0.6	2.5	-3.3	0.1	-3.5	-0.6	2.6	0.7	2.4
CCOC(=O)c1ccc(N(CCC2CO2)S(=O)(=O)c2ccc(C)cc2)cc1 (stereo not drawn)	3.0	-1.3	-0.2	2.7	-0.6	-2.9	2.8	-0.8	-0.3	1.9	0.1
Cc1nn(-c2nccs2)c2c1C(=O)CC(C)(C)C2Br (stereo not drawn)	-25.4	-1.9	-1.7	-6.5	-3.1	-0.7	3.7	-1.7	-0.8	-2.5	0.5
C=CCn1c(SCC(=O)c2[nH]c(C)c(C(=O)OCC)c2C)nc2scc(-c3ccc(OC)c(OC)c3)c2c1=O	10.6*	0.7	0.5	3.7	4.0	6.2	-3.6	-1.1	4.0	0.3	8.7
COc1cc(OC)c(C(=O)OC(C)C(=O)Nc2cccc(C(F)(F)F)c2)cc1OC (stereo not drawn)	5.1	-1.5	-1.9	-6.5	0.6	0.4	-0.3	-2.2	-1.5	-3.6	5.4
C/C(=N\NS(=O)(=O)c1ccc(Br)cc1)c1ccc2c(c1)OCO2	-7.6	0.1	1.0	4.0	-2.4	-1.2	-1.1	-0.3	3.4	1.3	-3.9
Cc1c(C(=O)NCc2ccc3c(c2)OCO3)oc2ccc(S(=O)(=O)N3CCCC3)cc12	4.2	-1.4	-1.3	2.4	4.0	1.7	-1.1	-2.0	-3.0	-2.0	3.0

Other structures.
SMILES	PLCb3 inh	DAX1 inh-1	DAX1 inh-2	MBD2 DNA inh	ADAM17 inh	PLC-gamma1 inh	SMARCA2 act	ssDAF12 agonist	hcDAF12 agonist	hgDAF12 agonist	NR1D1 modulator
Cc1noc(C)c1CSc1ccccc1C(=O)N(C)CC(=O)Nc1cccc(F)c1	-3.8	-1.0	0.1	1.6	-3.0	-3.5	-2.1	-1.1	1.1	-0.4	-0.7
Cc1nc2c(c(C)nn2-c2ccccc2)c(C)c1Cl	-4.3	0.8	1.1	0.9	-4.5	-2.7	-2.8	-1.3	-0.2	-0.1	-7.1
COC(=O)c1ccc(OCC(O)CN(CCO)CCO)cc1 (stereo not drawn)	1.1	-0.5	-2.3	-4.6	-3.0	-1.8	1.4	-1.2	0.5	-1.1	1.1
O=C(Nc1ccc([N+](=O)[O-])cc1)c1cc(Cl)sc1Cl	-7.3	1.9	0.7	-7.0	-7.0	-0.1	1.6	-1.5	-2.6	2.4	-1.4
O=[N+]([O-])c1ccc(N2CCCC2)cc1N1CCCC1	3.6	-2.0	0.0	-13.2	4.7	9.6*	2.0	-2.1	-1.4	-0.6	7.0
CCCCOc1ccccc1NC(=O)c1ccc(=O)[nH]c1	3.8	-0.7	-1.7	3.2	0.9	1.2	3.4	-1.5	-0.3	1.5	-1.9
CC(C)C/C=C1\CCc2c([nH]c3ccccc23)C1=O	-80.1	-0.2	0.9	-2.4	-5.0	-40.1	5.0	-0.4	0.5	6.6	4.9
Cc1cc(C)nc(N2CCC(C(=O)Nc3ccc(Oc4ccccc4)cc3)CC2)n1	4.0	0.3	0.9	1.2	-2.6	-0.3	-0.3	-0.8	0.3	-0.1	1.0
COc1ccc(C2CC(c3ccc(OC)c(OC)c3)=NN2C(=O)c2ccccc2)cc1 (stereo not drawn)	-11.1	-0.4	0.0	1.4	2.8	-3.6	13.3*	-1.6	-0.9	-1.2	-2.5
O=C1/C(=C/c2cccc(F)c2)Oc2cc(O)ccc21	i	0.6	1.0	-8.3	-16.4	i	6.0	-0.1	0.9	1.5	3.8
Cc1ccc(OCC(=O)NCCCNC(=O)c2ccncc2)cc1	-7.1	-0.4	1.3	-0.5	-2.2	1.2	-2.3	-0.9	1.6	1.1	-3.5
CC1(CCc2ccccc2)NC(=O)N(CC(=O)Nc2ccccc2C#N)C1=O (stereo not drawn)	-3.2	0.0	0.1	-4.7	-3.8	-3.9	0.1	0.6	2.9	1.6	4.4
CCOC(=O)NC(=O)c1cn(Nc2ncc(Cl)cc2C(F)(F)F)c(=O)[nH]c1=O	-8.4	-0.3	6.2*	-3.4	-1.1	0.4	-2.7	-1.8	0.2	-0.8	0.4
Cc1ccc(S(=O)(=O)N2C[C@H]3C(=O)C[C@@H](c4ccccc4)N(S(=O)(=O)c4ccccc4)[C@H]3C[C@H]2c2ccccc2)cc1	1.3	-0.7	.	-1.2	1.5	-1.1	-0.3	-1.2	-1.2	1.9	-5.9
Cc1nn(-c2ccccc2)c(Cl)c1C(=O)NCc1ccccc1F	-3.9	0.0	-0.3	3.6	-5.1	-1.1	-1.7	-1.5	-2.5	-1.7	2.1
O=S(=O)(c1ccc(F)cc1)N1CCCC1	-5.0	0.2	2.5	2.5	1.2	1.4	-2.0	-0.8	-0.7	-2.0	4.3
O=C(CSc1cccc[n+]1[O-])c1cccs1	-2.0	0.4	-0.8	0.3	-2.2	2.9	2.7	-1.6	0.8	4.6	-1.9
CCC(Cc1ccccc1)NC(=O)CN(C)S(=O)(=O)c1ccc2c(c1)c(=O)n(C)c(=O)n2C (stereo not drawn)	0.1	0.1	2.3	0.2	2.7	1.3	-6.3	-1.5	-0.2	-4.1	-3.4
COc1ccc(S(=O)(=O)N2CCN(CCc3ccccc3)CC2)c(OC)c1	-5.0	-1.4	-4.2	9.6	-1.7	1.9	-3.5	-2.3	-3.2	-5.5	1.1
CCO[C@H]1OC(C(=O)N2CCN(Cc3ccc4c(c3)OCO4)CC2)=C[C@@H](C(C)(C)C)[C@@H]1CCCO	5.1	-0.8	-1.2	-0.5	3.8	-0.3	0.1	-1.4	-2.1	0.0	0.6
O=C(/C=C/c1ccccc1)N1CCN(S(=O)(=O)c2ccc(F)cc2)CC1	0.5	-0.1	0.2	3.8	-2.7	2.5	-0.7	-1.4	-1.2	-1.7	-2.4
Cc1occc1C(=O)N/N=C/c1cccc2ccccc12	-0.5	1.8	0.2	-5.3	3.1	1.8	2.6	1.0*	5.8*	21.1*	-1.2
S=c1nccc(-c2cc(Cl)sc2Cl)[nH]1	3.2	0.3	0.1	-0.4	-1.6	0.6	1.6	-0.8	0.1	-2.1	20.9*
Cc1noc2ncnc(Oc3ccc4ccccc4c3)c12	-0.1	-1.1	0.1	-1.7	-2.8	0.1	2.4	-0.3	-1.2	-1.1	1.3
FC(F)(F)c1cccc(-c2ccn3ncnc3n2)c1	-1.4	-0.1	1.2	3.5	-12.2	-4.3	-1.2	-0.7	-0.8	1.3	-1.5
O=C(Nc1cccc(Cl)c1)C1CCCN(c2cnccn2)C1 (stereo not drawn)	-52.9	-1.2	0.5	0.4	-12.2	-32.7	-2.2	-1.8	-2.6	1.8	1.2
COCCOC(=O)C1=C(C)Nc2cc(=O)[nH]c(=O)n2C1c1cccc([N+](=O)[O-])c1 (stereo not drawn)	-1.3	1.5	0.2	0.7	0.5	1.2	-2.3	-1.4	0.7	0.2	7.8
CCCNc1nc2c(c(=O)n(C)c(=O)n2C)n1Cc1ccc(F)cc1	4.7	-2.6	-1.1	3.5	1.9	3.8	-3.3	-1.5	-2.2	-2.9	4.3

Grouped by structure: those above with a furan ring, fused or not (two)
SMILES	PLCb3 inh	DAX1 inh-1	DAX1 inh-2	MBD2 DNA inh	ADAM17 inh	PLC-gamma1 inh	SMARCA2 act	ssDAF12 agonist	hcDAF12 agonist	hgDAF12 agonist	NR1D1 modulator
Cc1c(C(=O)NCc2ccc3c(c2)OCO3)oc2ccc(S(=O)(=O)N3CCCC3)cc12	4.2	-1.4	-1.3	2.4	4.0	1.7	-1.1	-2.0	-3.0	-2.0	3.0
Cc1occc1C(=O)N/N=C/c1cccc2ccccc12	-0.5	1.8	0.2	-5.3	3.1	1.8	2.6	1.0*	5.8*	21.1*	-1.2

An unsorted share of the library, and some 7.4% of all compounds hit somewhere here.
